Screening data as filed in PubChem.
ARNT TACC3 PPI – disrupts binding between human ARNT and TACC3; AID 623870; inhibition, % at 9.99 µM; AlphaScreen His-ARNT PAS-B/GST-TACC3 binding, luminescence; TACC3 fragment carries E629A point mutation; Q9Y6A5; 0.66% of 390,000 active;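 active = mean inhibition of replicates at least 50% and at least half of replicates each reaching 50%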;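 note: 0% = complete ARNT plus TACC3 wells and 100% = ARNT alone without TACC3; many hits fall short of the cut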
PAX8 inh HTS – lowers PAX8-driven luciferase in RMG-I cells; RMG-I TPO-luciferase reporter, SteadyGlo, 24 h; inhibition, % at 12.6 µM; 1.2% of 360,000 active;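 active = mean replicate inhibition at least 60% with every replicate also reaching 60%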;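 note: luciferase light reporting Pax8 driven TPO promoter activity; plate controls were median of neutral control wells for no effect and mitoxantrone controls for full effect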
ERp5 block – blocks human ERp5 reductase activity on insulin | inhibition, % at 9.99 µM | 0.05% of 350,000 active | ERp5 insulin aggregation, absorbance 650 nm, 90 min | Q15084;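 active = mean replicate inhibition above about 25%, with every replicate also reaching it, limit read from the data, passing the limit was not always enough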
Target sequence (Q15084 whole entry, looked up): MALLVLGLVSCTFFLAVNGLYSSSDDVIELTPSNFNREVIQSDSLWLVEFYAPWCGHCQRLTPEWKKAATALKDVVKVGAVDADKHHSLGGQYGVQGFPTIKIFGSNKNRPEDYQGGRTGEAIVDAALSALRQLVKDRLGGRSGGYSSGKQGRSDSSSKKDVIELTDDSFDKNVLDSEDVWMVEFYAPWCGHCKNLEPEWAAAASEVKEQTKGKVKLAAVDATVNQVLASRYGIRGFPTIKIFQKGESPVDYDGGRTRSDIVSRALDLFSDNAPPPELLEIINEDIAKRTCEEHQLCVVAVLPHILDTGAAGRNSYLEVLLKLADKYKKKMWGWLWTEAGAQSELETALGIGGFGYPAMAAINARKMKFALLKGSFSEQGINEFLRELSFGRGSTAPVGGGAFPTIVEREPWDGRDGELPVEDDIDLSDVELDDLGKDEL
GSIS activator – primary screen for activators of insulin secretion dependent on glucose, INS-1E cells, GLuc reporter luminescence | INS-1E GLuc reporter insulin secretion, 2-3 h | activation, % at 16.6 µM | 0.61% of 370,000 active | AID 743287;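 active = lowest replicate activation of at least 40%, so every replicate reaches that level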;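 note: 0% = median of neutral control wells and 100% = median of IBMX positive control wells; some compounds called inactive have numbers as strong as hits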
EWS-Fli inh – EWS/Fli transcriptional activity inhibition; A673 NR0B1-luciferase reporter, viability-normalised; inhibition, % at 12.6 µM; 0.67% of 350,000 active; AID 651661;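 active = mean inhibition of at least 50% after viability correction, with every replicate also passing that limit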;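 note: firefly luciferase signal divided by Alamar Blue viability fluorescence both relative to DMSO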
F508del corr – CFTR F508del correction in bronchial cells. CFBE cells, YFP halide quenching; stimulated with forskolin plus potentiator P3; % fluorescence drop versus neutral controls. activity (quench increase), % at 7.58 µM. 0.36% of 350,000 active;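 active = mean added fluorescence quench of at least 8% versus neutral control, with both replicates also reaching 8%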;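 note: cells transiently co-express mutant CFTR-F508del with the halide-sensitive YFP; corrector assay measuring rescue of mutant channel to the surface after 24 h compound exposure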
DENV2 CPE rescue – DENV2-induced cell death inhibition; DENV2-infected cells, cytopathic effect rescue, plate reader; CPE inhibition, % at 9.99 µM; 1.7% of 350,000 active; in the data active = CPE inhibition above about 20%, passing the limit was not always enough; tested in BHK-21 cells;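 note: 0% = median of neutral control wells and 100% = median of positive control wells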
Xi reactivation – X-chromosome reactivation activator; activation, % at 7.58 µM; 0.055% of 360,000 active; AID 743238; XiGFP mouse fibroblasts, % GFP-positive cells imaging, 3 d; cells co-treated with 5-aza-dC sensitizer; scaled so ellipticine positive control = 100%;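 active = mean normalized replicate activation at least 10% and every replicate at or above 10%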;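 note: 0% = median of on-plate neutral control wells and 100% = ellipticine 6 µM median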
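Assay system: SV40-immortalized XiGFP fibroblast cells, line 68-5-11; buffer or medium: DMEM plus 5-aza-dC sensitizer; compound: one concentration, pinned; timing: compounds 3 days, fix/stain 15 min at room temperature; benchmarks: positive control ellipticine, 6 µM final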
Active calls of the source: *; x = not tested or not shown; & = joins results of further samples.

nr | Molecule | ARNT TACC3 PPI | PAX8 inh HTS | ERp5 block | GSIS activator | EWS-Fli inh | F508del corr | DENV2 CPE rescue | Xi reactivation
1 | NC(=O)CC(NC(=O)Cc1ccc(Cl)cc1)c1ccc(NC2CCCCC2)c([N+](=O)[O-])c1 (stereo not drawn) | -1 | 28 | -5 | 5 | 0 | 1.5 | 19 | 0.1
2 | C=C1c2ccccc2NC(=S)N1Cc1ccc2c(c1)OCO2 | 1 | -110 | -1 | 7 | -99 | -2.9 | 9 | 0.0
3 | Cc1nc2c(-c3ccc(F)cc3)c(C)nn2c(C)c1CCC(=O)Nc1ccccc1 | 0 | 22 | -4 | -25 | -3 | -1.0 | 4 | -0.3
4 | CCCN1C[C@H](C)[C@@H](OC)CN(C)C(=O)c2ccc(NC(=O)c3cccc(F)c3)cc2OC[C@H]1C | -9 | -19 | -2 | -1 | 2 | -1.2 | -10 | -0.1
5 | COc1ccccc1N1CCN(CCN2C(=O)C3CCCCN3C2=O)CC1 (stereo not drawn) | -6 | 13 | 0 | -5 | 8 | -1.8 | -3 | 0.0
6 | C[C@H]1CN([C@@H](C)CO)C(=O)c2cc(NC(=O)Nc3cccc4ccccc34)ccc2O[C@H]1CN(C)S(=O)(=O)c1ccc(F)cc1 | -8 | 34 | -4 | -5 | 8 | -0.7 | 2 | 0.0
7 | O=C(c1ccc(NS(=O)(=O)c2cccc3cccnc23)cc1)N1CCCCC1 | -2 | 22 | -1 | 2 | 3 | -0.4 | 0 | 0.0
8 | O=C(Nc1cccc(OC(F)(F)F)c1)C1Cc2c(-c3cccc(F)c3)ccnc2O1 (stereo not drawn) | x | -12 | 4 | x | 2 | -3.5 | 10 | 0.0
9 | CC(C(=O)O)C(=O)O | -4 | 2 | 4 | x | 3 | -3.7 | -12 | -0.1
10 | Nc1nc(Cl)nc2ccc(Br)cc12 | -1 | -60 | 1 | 4 | -36 | -0.8 | 3 | 0.0
11 | O=[N+]([O-])c1ncccc1OCc1ccc(Cl)c(Cl)c1 | -14 | -110 | 5 | 2 | -94 | 1.9 | 1 | 0.2
12 | CC(=O)N1[C@@H]2c3ccc(-c4ccccc4)c(=O)n3C[C@H]1[C@H](CO)[C@H]2C(=O)NCC1CC1 | -3 | 1 | -2 | 13 | -2 | -1.8 | 1 | 0.1
13 | CC(C)(C)NC1=NCCNC(c2ccccc2)=C1 | x | 11 | -5 | 6 | 6 | 2.2 | 1 | 0.1
14 | CCC(C(=O)NC(C)(C)C)n1c(-c2ccc3c(c2)OCO3)nc2ccccc21 (stereo not drawn) | x | 6 | -2 | -4 | -36 | 0.5 | -17 | -0.1
15 | Cc1noc(C)c1NC(=O)N(C)C[C@@H]1Oc2cc(Br)ccc2S(=O)(=O)N([C@H](C)CO)C[C@@H]1C | x | 6&-8 | 2 | -1&28 | 6&6 | -1.7&1.3 | 19 | 0.1&-0.4
16 | CN1CCN(S(=O)(=O)c2ccc(NC(=O)Cc3cccs3)cc2)CC1 | 1 | x | 14 | x | -4 | -0.3 | 4 | x
17 | CC=Cc1ccc2n(c1=O)C[C@H]1[C@H](CO)[C@@H](C(=O)NCCC)N(C(=O)CC)[C@@H]21 (mixture of isomers) | -6 | -9 | 2 | 4 | -2 | -1.2 | 16 | 0.0
18 | c1cnc2nc(-c3ccc4c(c3)OCO4)cn2c1 | -1 | -89 | -2 | 14 | -80 | 0.8 | -1 | -0.1
19 | COc1ccccc1CNC(=O)c1cn(C)c2ccc(S(=O)(=O)N3CCCCC3)cc2c1=O | x | -5 | 8 | 1 | 35 | 2.9 | -9 | 0.5
20 | CC(=O)O[C@@H]1C=C[C@@H](C#Cc2ccc(C(C)(C)C)cc2)O[C@@H]1COC(=O)NC(C)C | x | 16 | 4 | -15 | 21 | 0.5 | 7 | 0.3
21 | O=S(=O)(c1ccccc1)N1CCN(C(=S)NCCCN2CCOCC2)CC1 | -18 | -16 | -2 | 1 | -2 | 1.5 | -3 | 0.2
22 | Cc1cccc2c(=O)cc(C(F)(F)F)[nH]c12 | 7 | 5 | -4 | 1 | -7 | 0.1 | 3 | 0.0
23 | CC(C)CC#Cc1cnc2c(c1)C(=O)N([C@H](C)CO)C[C@H](C)[C@H](CN(C)S(=O)(=O)c1ccccc1)O2 | 3&5 | -6 | 2&0 | -11 | -7&-11 | -0.9&1.2 | -2&-9 | 0.0
24 | Cc1cc(C)c(CN2CCN(C(=O)Cn3cnc4c(NCc5ccccc5)ncnc43)CC2)c(C)c1 | 1 | 23 | -2 | -53 | 21 | 1.2 | 4 | 0.1
25 | COc1ccc(CC(=O)Nc2nc(OCC(F)(F)F)cnc2-c2ccc(Cl)cc2Cl)cc1 | x | 8 | -7 | -9 | 0 | -1.2 | -3 | 0.1
26 | Cc1ccc2oc(=O)c3cc(C(=O)NCCCN4CCCCCC4)sc3c2c1 | 6 | -9 | -2 | 5 | x | -0.4 | -1 | 0.1
27 | Cc1ccc(C(=O)NNC(=O)c2ccncc2)cc1S(=O)(=O)N1CCOCC1 | -5 | -2 | -11 | 5 | 1 | -0.8 | -4 | 0.0
28 | CCc1sc(C(=O)N2CCN(c3ccc(F)cc3)CC2)cc1C | -2 | -2 | 4 | -12 | 12 | -0.2 | 2 | -0.1
29 | CCNC(=O)CC1C(=O)N(c2ccccc2)C(=O)N1CCc1ccc(OC)cc1 (stereo not drawn) | -10 | x | -5 | x | 0 | 3.0 | 5 | x
30 | CO[C@@H]1CN(C)C(=O)c2ccc(NC(=O)c3ccccc3)cc2OC[C@H](C)N(C(=O)CN(C)C)C[C@@H]1C | 0 | x | 3 | 3 | 2 | -0.4 | 34* | 0.1
31 | Cc1nc2ccccc2n1CCN1CCOCC1 | -7 | 15 | -2 | 3 | 7 | 1.8 | -3 | 0.0
32 | O=C(CN(C(=O)CCC(=O)Nc1ccccn1)c1cccc(F)c1)NCc1ccco1 | -2 | -5 | 10 | 4 | -3 | 1.1 | -3 | 0.1
33 | Cn1c(SCc2cc(=O)[nH]c(C(C)(C)C)n2)nnc1C(F)(F)F | 6 | -10 | 9 | x | 3 | -1.1 | -3 | 0.0
34 | N#CC1=C(N)NC(SCC(=O)c2ccc(Br)cc2)=C(C#N)C12CCCCC2 | -9 | 0 | -5 | 4 | -29 | x | x | 0.1
35 | COc1ccccc1NS(=O)(=O)c1ccc(C(=O)N2CCN(c3ccccn3)CC2)cc1 | -3 | 7 | 27* | -18 | 10 | 5.0 | -2 | 0.0
36 | CCOC(=O)/C=C/C(=O)Nc1ccccc1C(=O)NC1CCCCC1 | -6 | 28 | 1 | 6 | 9 | x | -4 | 0.4
37 | Cc1ccc(S(=O)(=O)N2C[C@H]3n4c(=O)ccc(=O)n4C[C@H](OC(=O)NCC4CCCCC4)[C@@]3(O)C2)cc1 | x | 73* | 4 | -12 | 40 | 0.1 | 2 | 0.1
38 | CCOC(=O)N1CCN(C(=O)C[C@@H]2C[C@@]3(C(=O)OCC)CCC=C3N(Cc3ccc4c(c3)OCO4)C2=O)CC1 | x | -14 | -3 | 9 | -1 | 0.0 | -2 | 0.0
39 | CCc1c(C)nc2c(C#N)c[nH]n2c1=O | 12 | 18 | -13 | -6 | x | x | x | x
40 | Cc1ccc(NS(=O)(=O)c2cccc(C(=O)N3CCCC(C)C3)c2)cc1 (stereo not drawn) | -3 | 1 | -1 | -20 | 4 | 1.0 | -2 | 1.0
41 | COc1cc(CNc2ccc(CNc3ncn[nH]3)cc2)ccc1OCc1ccccc1 | 9 | 27 | x | 11 | x | x | x | 0.0
42 | CN1CCN(S(=O)(=O)c2cccc(C(=O)N(C)Cc3c(F)cccc3Cl)c2)CC1 | x | -7 | 2 | 11 | 13 | -1.0 | 5 | 0.1
43 | NS(=O)(=O)c1ccc(CCNC(=O)CCC(=O)c2cccs2)cc1 | -4 | 3 | -7 | 15 | 3 | 7.3 | 12 | 0.0
44 | CCN(CC)S(=O)(=O)c1ccc(C(=O)NCc2ccc3[nH]c4c(c3c2)CCCC4)cc1 | -1 | x | 0 | -7 | 5 | 0.5 | 3 | -0.4
45 | CC(=O)c1cc2c(C)cc(=O)oc2cc1O | -4 | x | 6 | -2 | 6 | -0.4 | -5 | x
46 | COc1ccc2oc(=O)cc(-c3cc4cccc(OC)c4o3)c2c1 | 1 | -12 | x | 13 | x | 0.0 | 3 | -0.1
47 | C/C(=N\NC(=O)CCCNc1cccc(C)c1)c1ccncc1 | 0 | 17 | -3 | -2 | -28 | -0.6 | 2 | 0.0
48 | COc1ccccc1CCNS(=O)(=O)c1c(C)n(C)c(=O)n(C)c1=O | x | 9 | 0 | x | -14 | 0.4 | -6 | 0.0
49 | O=C1CCC([N+](=O)[O-])C(c2ccc3c(c2)OCO3)N1 (stereo not drawn) | 2 | 10 | -5 | -5 | 7 | -2.6 | -4 | 0.0
50 | CC(C)NC(=O)Nc1ccc2c(c1)C(=O)N([C@H](C)CO)C[C@@H](C)[C@@H](CN(C)C(=O)CCC(F)(F)F)OCCCC[C@@H](C)O2 | -5 | 6 | 0 | 25 | x | -1.5 | -5 | 0.1
51 | Cc1ccc(NC(=O)C(C)OC(=O)c2ccc(NS(=O)(=O)c3ccc(F)c(F)c3)cc2)cc1 (stereo not drawn) | -6 | 13 | x | -30 | x | x | x | 0.2
52 | CCNC(=S)N/N=C(\C)c1cccc(C(F)(F)F)c1 | 6 | -23 | 2 | -19 | 12 | -0.1 | -2 | 0.3
53 | CCc1ccc(S(=O)(=O)NCc2cccs2)cc1 | -5 | -8 | 3 | 22 | -9 | -3.2 | -4 | 0.1
54 | C[C@@H]1CCCCO[C@H](CN(C)S(=O)(=O)c2cccs2)[C@@H](C)CN([C@@H](C)CO)C(=O)c2cc(NS(=O)(=O)c3ccc(F)cc3)ccc2O1 | -1 | 31 | 0 | 13 | 7 | 0.4 | 0 | 0.0
55 | Cc1cccc(OCC(=O)NNC(=O)C2CCCCC2C(=O)O)c1 (stereo not drawn) | -4 | -7 | 9 | -30 | -3 | 0.4 | 22* | 0.4
56 | C[C@@H]1CN([C@H](C)CO)C(=O)c2cccc(NC(=O)c3ccc(-c4nccs4)cc3)c2O[C@H]1CN(C)C(=O)NC1CCCCC1 | 0 | x | 0 | 7 | -3 | -2.4 | 2 | -0.5

Remaining list, next part
nr | Molecule | ARNT TACC3 PPI | PAX8 inh HTS | ERp5 block | GSIS activator | EWS-Fli inh | F508del corr | DENV2 CPE rescue | Xi reactivation
57 | C[C@@H]1CN([C@@H](C)CO)C(=O)c2cccc(NC(=O)C3CC3)c2O[C@@H]1CN(C)S(=O)(=O)c1cccs1 | -3 | 5 | -13 | 9 | 20 | 0.3 | -7 | 0.0
58 | CCN(CC)S(=O)(=O)c1ccc(OC)c(NC(=O)c2ccc(N3CCCC3=O)cc2)c1 | -1 | 1 | -4 | -7 | -2 | -0.7 | -3 | -0.1
59 | CCCSc1ccc([C@@H]2[C@H]3C(=O)N(CC)C(=O)[C@H]3[C@]3(C(=O)OC)CCCCN23)cc1 | 0 | 1 | 2 | -6 | 5 | 0.7 | x | 0.0
60 | CC(NC(=O)C(c1ccccc1)c1ccccc1)c1ccccc1 (stereo not drawn) | -10 | -4 | 0 | -12 | 1 | 0.8 | -5 | 0.1
61 | Cc1ccc(Sc2ccc(CN3CCCCC3)cc2[N+](=O)[O-])cc1 | 13 | 19 | 1 | -12 | 9 | -0.3 | -1 | 0.6
62 | C[C@@H]1CCCCO[C@@H](CN(C)CC2CC2)[C@H](C)CN([C@@H](C)CO)C(=O)c2cc(NC(=O)c3ccccc3)ccc2O1 | x | -22 | x | -11 | 3 | -1.1 | -9 | 0.0

Rows were taken by chance (roughly 4.2% active in at least one column).
